VEEV TC-83 Vero – inhibitors of VEEV TC-83 cytopathic effect, confirmation, Vero cells (AID 588727); 350,000 tested, 0.13% active; Vero cells, VEEV TC-83 cytopathic effect inhibition; higher % means a stronger effect; one-dose inhibition, % at 20 µM; IC50 in µM for titrated hits; in the data active = a potency from the dose series; inconclusive = inhibition mostly from about 14% at the one dose, without a potency; inactive = the rest, 99 in 100 with inhibition below about 12%; also: strong numbers were not always called active
H37Rv inhibition – M. tuberculosis growth inhibition, HTS (AID 449762); M. tuberculosis H37Rv growth inhibition, 7H9 media; higher % means a stronger effect; inhibition, % at 25 µM, or IC50 in µM where a hit was titrated; 330,000 tested, 0.59% active; in the data active = a potency from the dose series; inconclusive = inhibition above about 70% without an active follow-up result;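 also: bacterial growth assessed after seven days of incubation; strong numbers were not always called active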
M. tuberculosis – growth inhibition of non-replicating M. tuberculosis (AID 488890) | inhibition, % at 25 µM, or IC50 in µM where a hit was titrated | 320,000 tested, 0.39% active | Mycobacterium tuberculosis non-replicating, growth inhibition; higher % means a stronger effect; in the data active = a potency from the dose series; inconclusive = inhibition mostly from about 82% at the one dose, without a potency; inactive = the rest, 99 in 100 with inhibition below about 76%;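 also: plate controls were DMSO cells for no effect and high antibiotic wells for full effect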
H1N1 NS1A inhibition – NS1A inhibition, H1N1 influenza, cell based functional assay (AID 504329). NS1A functional cell-based assay, percent inhibition; higher % means a stronger effect. inhibition, % at 12.5 µM, or IC50 in µM where a hit was titrated. 340,000 tested, 0.3% active; in the data active = a potency from the dose series; inconclusive = inhibition above about 27% without an active follow-up result; also: strong numbers were not always called active
Salmonella PhoP GFP – Inhibition of PhoP regulon, Salmonella typhi GFP reporter cells, confirmation, 4 h (AID 1850); Salmonella Typhi PhoP-promoter GFP reporter, fluorescence, 4 h; higher % means a stronger effect; inhibition, % at 50 µM, or IC50 in µM where a hit was titrated; 310,000 tested, 0.33% active; in the data active = a potency from the dose series; inconclusive = inhibition mostly from about 25% at the one dose, without a potency; inactive = the rest, 99 in 100 with inhibition below about 19%;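 also: 0% = induced wells with vehicle and 100% = uninduced wells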
Starred values were filed as active, the others as inactive; i = inactive; u = inconclusive; x = no result given. Not a hit list. Share with any hit: about 1.4%.

SMILES	VEEV TC-83 Vero	H37Rv inhibition	M. tuberculosis	H1N1 NS1A inhibition	Salmonella PhoP GFP
O=C(NCCC1=CCCCC1)C1CCN(S(=O)(=O)c2cccc3nonc23)CC1	x	-2%	9%	x	-4%
Cc1onc(-c2ccccc2Cl)c1C(=O)N1CCCCC1C (configuration not stated)	2.2%	4%	-4%	7%	-9%
Cc1ccc(OCc2nc(-c3cccnc3)no2)cc1C	3.0%	18%	38%	-9%	6%
O=C(COc1ccccc1)N/N=C/c1ccc([N+](=O)[O-])o1	2.2%	u	u	10%	3%
Cc1cc(C)n2nc(C(=O)OCC(=O)N3CC(C)CC(C)C3)nc2n1 (configuration not stated)	1.5%	-2%	-13%	-13%	8%
C/C(=N\NC(=O)CCc1c[nH]c2ccccc12)c1ccc([N+](=O)[O-])cc1	1.4%	6%	17%	-2%	-7%
CCOc1ccc(OCC)c(NC(=O)CSCCc2ccccn2)c1	0.3%	5%	7%	15%	-7%
C=C1C(=O)O[C@@H]2C[C@@H](C)[C@H]3C=CC(=O)[C@]3(O)C[C@@H]12	5.5%	8%	30%	-21%	11%
CCCc1nnc(NC(=O)CN2C(=O)C3C4C=CC(C4)C3C2=O)s1 (configuration not stated)	2.8%	-5%	-12%	-4%	-9%
CC(=O)c1ccc(N2CCN(CC(=O)Nc3cc(C)on3)CC2)cc1	2.0%	2%	4%	-11%	4%
COc1ccc(-n2ncc3c(NCc4ccc5c(c4)OCO5)ncnc32)cc1	i	-5%	3%	2%	0%
Cc1cc(=O)n2cc(-c3ccccc3)nc2[nH]1	1.1%	-1%	-11%	-3%	8%
O=C(Nc1ccccc1Oc1ccccc1)C1=COCCO1	i	2%	12%	-5%	-6%
CCN(CC)S(=O)(=O)c1cccc(NC2=NCC(C)S2)c1 (configuration not stated)	i	-8%	-2%	8%	9%
CCC(C(=O)NC1CCCC1)n1nc(C)n2c(cc3occc32)c1=O (configuration not stated)	i	-6%	2%	-9%	1%
O=C1CN(c2ccc(Br)cc2)C(=O)N1CC(=O)N1CCCc2ccccc21	0.9%	33%	33%	9%	4%
O=C(NCC(c1ccco1)N1CCc2ccccc2C1)c1ccccc1 (configuration not stated)	i	5%	4%	-8%	10%
O=C(Nc1cccnc1)Nc1cccc(F)c1	0.1%	-6%	3%	-6%	-2%
Cc1ccc(C(=O)NC(=S)Nc2ccc(S(=O)(=O)N3CCN(C)CC3)cc2)cc1	3.6%	5%	47%	-7%	12%
O=C(NC1CCCN(CCc2ccccc2)C1)c1c[nH]c2ccccc12 (configuration not stated)	0.8%	1%	2%	1%	6%
CCC1=NN(C(=O)c2cccc([N+](=O)[O-])c2)C(O)(c2ccc(C)cc2)C1 (configuration not stated)	4.1%	u	u	-12%	-6%
O=C(CN(CC1CCCO1)S(=O)(=O)c1ccc(S(=O)(=O)NC2CC2)cc1)Nc1ccccc1 (configuration not stated)	3.8%	-2%	18%	1%	5%
Cc1cc(C)c(OCC(=O)N(Cc2ccc(N(C)C)cc2)C2CCS(=O)(=O)C2)c(C)c1 (configuration not stated)	0.8%	-5%	7%	18%	-2%
CC(OC(=O)c1cccc(NS(C)(=O)=O)c1)C(=O)Nc1ccc2c(c1)OCO2 (configuration not stated)	2.0%	-2%	5%	-6%	x
CSS(=O)(=O)c1cccc2cccnc12	1.2%	0%	-7%	x	3%
CCc1noc(C)c1C(=O)N1CCN(S(=O)(=O)c2ccc(Br)cc2)CC1	1.9%	-4%	3%	2%	5%
O=c1nc(N2CCOCC2)ccn1-c1nc(-c2ccccc2)sc1-c1ccccc1	0.8%	-3%	9%	-11%	-8%
CN(C)CC(C)(C)CNS(=O)(=O)c1ccc(Cl)cc1	0.2%	21%	-11%	-4%	8%
CCOCCCNC(=O)c1ccc2c(=O)n(Cc3ccc(OC)cc3)c(=O)[nH]c2c1	3.8%	-8%	16%	-13%	-13%
COc1cc(C(=O)OCC#N)ccc1OCc1c(C)noc1C	0.9%	9%	1%	-13%	0%
CC(C)C(=O)Nc1nnc(S(=O)(=O)N2CCc3ccccc32)s1	2.3%	9%	x	26%	13%
CSC1=NC(C)(C)C=C(/C=C/c2ccc(Cl)cc2)N1	i	21µM*	26%	9%	6%
CCN(C(=O)CSc1ncccn1)C1CCS(=O)(=O)C1 (configuration not stated)	1.0%	-5%	-19%	-9%	-6%
Cc1cccc(OCc2nnc(SCC(=O)O)n2-c2ccccc2)c1	0.2%	0%	20%	2%	1%
O=C(NC1CCCCC1)C(=S)NCCc1ccccc1	5.0%	0%	18%	-1%	-4%
Cc1cc(Oc2ccc(Cl)cc2)nc(-c2ccccc2O)n1	i	2%	26%	-2%	4%
CCOC(=O)c1c(S(=O)(=O)N2c3ccccc3CC2C)c(C)n(C)c1C (configuration not stated)	i	-9%	8%	4%	-1%
NS(=O)(=O)c1ccc(CCNC(=O)c2cnc(Cl)c(Cl)c2)cc1	0.5%	0%	8%	3%	10%
O=Nc1c(O)c2ccccc2c2ccccc12	i	u	u	4%	20µM*
CCN(CC)CCn1c(O)c(N=O)c2ccccc21	4.6%	-7%	11%	22%	-5%
Cc1cc(=O)[nH]c(SCC(=O)Nc2ccc3c(c2)CCC3)c1C#N	3.0%	-11%	26%	-14%	x
O=C(NCC(c1cccnc1)N1CCN(c2ccc(F)cc2)CC1)OCc1ccccc1 (configuration not stated)	i	-4%	62%	1%	-1%
CCOC(=O)c1c(C)[nH]c(C)c1C(=O)CSc1nc2ccccc2c(=O)n1-c1ccc(C)cc1	0.9%	-1%	33%	-2%	-5%
COc1cccc(C(=O)OCC(=O)N2CCc3ccccc3C2)c1OC	x	0%	13%	x	x
CCOC(=O)C(=CNc1cc(C)ccn1)C(=O)OCC	0.9%	-7%	27%	-3%	-1%
N#CCc1nn(-c2ccccc2)c(N)c1C#N	1.5%	-8%	-5%	-15%	-2%
O=S(=O)(NCC1CCCO1)c1ccc(Cl)nc1 (configuration not stated)	2.6%	-5%	-2%	8%	8%
Cc1ccc(SC[C@H](Cc2ccccc2)N2CCN(CCc3ccccc3)CCC2=O)cc1	1.1%	6%	30%	11%	-13%
COc1cccc(NC(=O)N2CCCC2C(=O)NC2CCCCC2)c1 (configuration not stated)	i	-4%	-9%	6%	-7%
CCOc1nc(C)nc(NC(=O)NS(=O)(=O)c2ccccc2Cl)n1	i	-7%	-11%	-5%	-2%
CC(C)n1c(-c2ccccc2)nc(=S)c2c1CCCC2	x	2%	-9%	x	0%
C(CCc1nn[nH]n1)CCc1nn[nH]n1	0.2%	-5%	-14%	-2%	2%
O=C(NNC(=O)c1cc(-c2cccc(Br)c2)nc2ccccc12)c1csc(N2CCOCC2)n1	8.8%	u	6%	-8%	-2%
N#CCCN(C(=S)NC(=O)C1CCCCC1)c1ccccc1F	0.6%	-3%	38%	-5%	x
COC(=O)c1c(C)[nH]c(C)c1C(C)=O	9.1%	-9%	-2%	9%	-1%
Cc1nc(SCc2cccc(Oc3ccccc3)c2)n[nH]1	2.4%	5%	54%	-4%	-5%
Cn1c(/C=C/c2ccccc2)nc2ccccc2c1=O	1.1%	1%	9%	0%	-3%
COCCCn1cc(C(=O)c2cc(Br)ccc2O)cc(C#N)c1=O	3.4%	1%	4%	-3%	-1%
Cc1nc(-c2nc(-c3c(C(=O)NN)noc3C)cs2)cs1	0.8%	9%	46%	0%	-4%
CCCC1Cc2nc(N3CCCCC3)c(C#N)cc2CO1 (configuration not stated)	i	5%	18%	-8%	-2%

(further entries)
SMILES	VEEV TC-83 Vero	H37Rv inhibition	M. tuberculosis	H1N1 NS1A inhibition	Salmonella PhoP GFP
CCOC(=O)c1csc(NC(=O)CN2CCCCC2)n1	0.4%	2%	-8%	-15%	0%
Cn1c(C(=O)OC(C(=O)NC(C)(C)C)c2cccnc2)cc2sccc21 (configuration not stated)	0.8%	-2%	-8%	3%	7%
NNC(=O)c1ccccc1CO	x	-9%	-13%	x	-6%
COc1cc2cc(CCCOC(=O)c3cccc(Br)c3)oc(=O)c2cc1OC	1.8%	-8%	12%	3%	x
CCc1ccc(C2=NN(c3ccc(S(N)(=O)=O)cc3)C(c3ccc(F)cc3)C2)cc1 (configuration not stated)	i	36µM*	64%	-17%	-31%
O=C(NNc1cc(Cl)ccc1Cl)c1cccnc1Cl	1.0%	u	50%	-14%	0%
Nc1nc(SCC(=O)N2CCCCC2)[nH]c(=O)c1NC(=O)c1ccccc1F	0.6%	-14%	-2%	-12%	-1%
COc1cc(/C=N/NC(=O)C2COc3ccccc3O2)cc(OC)c1OC (configuration not stated)	0.1%	-7%	-1%	-1%	-4%
CCCCNC(=O)Cc1ccc(Br)cc1	1.7%	6%	74%	9%	-10%
COc1cc(S(=O)(=O)NCc2ccncc2)c(OC)cc1Cl	i	-4%	-1%	5%	-9%

By substructure: those above with an aryl methoxy group
SMILES	VEEV TC-83 Vero	H37Rv inhibition	M. tuberculosis	H1N1 NS1A inhibition	Salmonella PhoP GFP
COc1ccc(-n2ncc3c(NCc4ccc5c(c4)OCO5)ncnc32)cc1	i	-5%	3%	2%	0%
CCOCCCNC(=O)c1ccc2c(=O)n(Cc3ccc(OC)cc3)c(=O)[nH]c2c1	3.8%	-8%	16%	-13%	-13%
COc1cc(C(=O)OCC#N)ccc1OCc1c(C)noc1C	0.9%	9%	1%	-13%	0%
COc1cccc(C(=O)OCC(=O)N2CCc3ccccc3C2)c1OC	x	0%	13%	x	x
COc1cccc(NC(=O)N2CCCC2C(=O)NC2CCCCC2)c1 (configuration not stated)	i	-4%	-9%	6%	-7%
COc1cc2cc(CCCOC(=O)c3cccc(Br)c3)oc(=O)c2cc1OC	1.8%	-8%	12%	3%	x
COc1cc(/C=N/NC(=O)C2COc3ccccc3O2)cc(OC)c1OC (configuration not stated)	0.1%	-7%	-1%	-1%	-4%
COc1cc(S(=O)(=O)NCc2ccncc2)c(OC)cc1Cl	i	-4%	-1%	5%	-9%

Bioassay records deposited in PubChem by Southern Research Specialized Biocontainment Screening Center.
